# Screening results as filed in PubChem BioAssay.
# cytoskel mod: alters cytoskeleton assembly in HUVEC cells; HUVEC TNFa F-actin phalloidin imaging, high content; inhibition, % at 2 µM; hit rate 0.18% among 91,000; AID 836;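 active = inhibition above the batch mean plus 3 SD and confirmed as a hit by visual image inspection, cut at about 30% in these data, passing the limit was not always enough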; also: strong numbers were not always called active
# PLK1 inh: PLK1 (human) kinase inhibition. hit rate 0.53% among 97,000. recombinant PLK1 kinase, TR-FRET peptide phosphorylation. P53350. inhibition, % at 10 µM. AID 619;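 active = inhibition of 50% or more in the single-concentration screen; inactive = inhibition below 50%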;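 also: 0% = DMSO max control and 100% = H-89 dihydrochloride min control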
# Target sequence (P53350 whole entry, looked up): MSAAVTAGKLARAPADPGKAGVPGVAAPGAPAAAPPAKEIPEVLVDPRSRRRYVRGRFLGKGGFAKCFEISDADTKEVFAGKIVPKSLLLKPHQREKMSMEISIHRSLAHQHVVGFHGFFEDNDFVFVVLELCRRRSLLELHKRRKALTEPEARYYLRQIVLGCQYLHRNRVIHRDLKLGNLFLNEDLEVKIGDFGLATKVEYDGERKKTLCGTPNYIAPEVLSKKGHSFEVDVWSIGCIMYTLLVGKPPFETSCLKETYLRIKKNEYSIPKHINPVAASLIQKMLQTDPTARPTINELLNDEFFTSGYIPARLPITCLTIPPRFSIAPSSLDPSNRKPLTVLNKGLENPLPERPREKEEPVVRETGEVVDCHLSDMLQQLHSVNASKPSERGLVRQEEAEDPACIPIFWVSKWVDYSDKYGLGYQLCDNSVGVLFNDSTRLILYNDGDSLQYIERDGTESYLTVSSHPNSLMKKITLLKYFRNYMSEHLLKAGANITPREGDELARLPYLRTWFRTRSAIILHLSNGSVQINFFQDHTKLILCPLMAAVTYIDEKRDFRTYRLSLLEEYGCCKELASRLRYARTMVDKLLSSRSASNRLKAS
# PLK1 PBD inh: inhibitors of human Plk1 polo box domain binding; P53350; Plk1 PBD phosphopeptide binding, fluorescence polarization; inhibition, %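 (tested at about 20 µM)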; hit rate 0.13% among 97,000; in the data active = inhibition above about 34%, passing the limit was not always enough
# hDAT+cocaine: modulates human dopamine transporter uptake under cocaine | B-score at 10 µM | LLC-PK1 hDAT cells, [14C]-dopamine uptake with cocaine IC80; actives deviate in either direction | Q01959 | hit rate 1.3% among 110,000;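 active = Z score or B-score, a plate-position-corrected score, falls beyond the plate's 99.7% confidence bounds, in either direction; inactive = both scores lie inside the 99.7% bounds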;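 also: scored against the spread of the other compound wells on the same plate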
# VCAM1 TNFa inh: reduces TNF alpha induced VCAM1 expression in HUVEC; HUVEC TNFa-induced VCAM-1 immunofluorescence, high-content imaging; inhibition, % at 2 µM; hit rate 0.48% among 95,000;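 active = inhibition above the batch mean plus 3 SD, with images confirmed as a hit by eye, cut at about 37% in these data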;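 also: 0% = TNF-stimulated DMSO wells and 100% = unstimulated control wells; not every result past the cut was called active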
# sEH inh: inhibitors of human soluble epoxide hydrolase | recombinant human sEH enzymatic activity assay | inhibition, % at 2 µM | AID 707 | P34913 | hit rate 0.34% among 91,000; in the data active = inhibition above about 80%; also: values of inactives mirror those of a sister screen read the other way; many of its hits are not listed in these tables
# HUVEC tox TNFa: toxic to HUVEC cells under TNF alpha stimulation; cell count reduction, % at 2 µM; hit rate 0.17% among 93,000; HUVEC TNFalpha-stimulated, Hoechst cell count, imaging;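 active = cell count reduction exceeding the screen mean by over 5 SD, scaled to untreated wells per plate, cut at about 78% in these data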;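 also: cells counted after 24 h of TNF alpha exposure following the 1 h pretreatment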
# E coli WT exp: E. coli BW25113 growth inhibition, expanded screen; OD600 absorbance; growth inhibition, % at 100 µM; hit rate 0.15% among 98,000; AID 710;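 active = growth inhibition above about 50% at one test dose, limit read from the data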;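 also: growth measured after 20 h incubation at 37 °C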
# IL1B cytotox: toxic to HUVEC cells under IL-1B stimulation. HUVEC cell count loss, Hoechst imaging, IL-1B stimulated. cell count reduction, % at 2 µM. hit rate 0.41% among 94,000;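 active = cell count reduction more than 3 SD above the screen-wide mean, cut at about 70% in these data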;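 also: normalized per plate to untreated control cells as the no-loss baseline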
# An asterisk follows results filed as active; · = no result given.
SMILES,cytoskel mod,PLK1 inh,PLK1 PBD inh,hDAT+cocaine,VCAM1 TNFa inh,sEH inh,HUVEC tox TNFa,E coli WT exp,IL1B cytotox
CCC(C)NC(=O)CS(=O)Cc1nc(-c2cccc(OC)c2)oc1C (stereo unspecified),-1,15,-8,-0.31,14,0,-35,3,8
COc1ccc(NC(=O)C(=O)NCCN2CCN(C(=O)C(c3ccccc3)c3ccccc3)CC2)cc1,10,-3,-16,-0.37,6,19,-21,-8,-14
COc1cccc(-c2nc(CS(=O)(=O)CC(=O)N3CCc4ccccc43)c(C)o2)c1,-11,-9,8,0.073,-20,-6,2,-6,9
CS(=O)(=O)N(CCc1ccccc1)CC(=O)NCC1CCCO1 (stereo unspecified),-5,-10,-9,-0.99,10,-10,-22,1,-2
COCCN1C(=O)c2oc3ccccc3c(=O)c2C1c1cccc(O)c1 (stereo unspecified),7,-11,0,-0.71,-2,-11,-2,-3,-3
Cc1ccc2c(Cl)cc(Cl)c(OCC(=O)NC(=O)NCc3ccco3)c2n1,10,-12,2,-0.3,-10,1,-40,-6,-16
Cc1cc(Cl)ccc1Oc1cccc(C(=O)/C(C#N)=C/N(C)C)c1,2,2,-17,1.2,-13,6,-21,0,-9
CC1(C)Cc2nc(NCCCO)c(C#N)cc2CO1,-30,-5,-14,0.44,-13,10,-37,3,-15
Nc1nc(N)nc(-c2ccccn2)n1,-7,-10,-23,-0.66,-2,2,-13,31,-105
Cc1cccc(N(C)S(=O)(=O)c2ccc3[nH]c(=O)c(=O)[nH]c3c2)c1,-4,-3,14,0.5,-7,-3,-16,5,73*
COc1ccc(-c2nc(-n3c(C)c(C(C)=O)c(C(C)=O)c3C)sc2C)cc1OC,7,-37,-8,0.51,6,6,-5,-15,-19
Cc1ccc2nc(SCc3nc4c(cnn4-c4ccccc4)c(=O)[nH]3)[nH]c2c1,6,54*,5,·,12,-3,-19,-7,-16
O=C(OCC(=O)N1CCOCC1)c1ccc(Cl)nc1,-29,-6,-7,-0.75,-3,-11,6,-2,14
OC(c1cccc(OCc2ccccc2)c1)c1nnc(-c2ccccc2)o1 (stereo unspecified),0,-11,-9,-1.7,-6,2,-32,-10,-44
Cc1ccc(-n2c(=O)[nH]c3cc(C(=O)NC4CCN(Cc5ccccc5)CC4)ccc3c2=O)cc1,-3,-1,17,-1.3,10,16,4,-1,-52
CCCn1cnc2cc(NCc3cccc(OC)c3)ccc21,-17,-15,-26,0.54,11,-17,11,16,-62
CN1C(=S)SC(C)(C)C1NO (stereo unspecified),0,-14,-20,0.00036,4,-12,-9,2,-52
COc1cccc(-c2noc(CCC(=O)NC3CCCCC3)n2)c1,15,-9,10,1,1,15,-9,4,-30
CC(C(=O)NCc1ccco1)n1nc(-c2ccccc2)c2cc(Cl)ccc21 (stereo unspecified),-13,-6,10,-0.023,15,-10,-18,-4,-2
CCOC(=O)c1cnn(-c2nc(SC)nc3sc4c(c23)CCCC4)c1N,7,-8,3,-0.068,11,-4,-8,-31,8
CSC1=NCCN1C(=O)c1c(F)cccc1Cl,-10,-13,-10,-0.37,-15,7,-3,0,14
CN1CCN(C2CCCCCC2)CC1,1,-6,-20,0.17,8,-2,24,0,23
O=C(Nc1nccc(-c2cccs2)n1)c1cccs1,0,-9,9,·,24,-4,-9,16,-22
COc1cc(Cn2c(-c3nonc3N)nc3ccccc32)ccc1C,-3,-8,-8,0.4,14,-8,25,-10,0
CC(NC(=O)Nc1ccccc1O)(C(F)(F)F)C(F)(F)F,-4,-9,-17,-0.088,11,5,3,4,-24
CCOC(=O)C(=O)/C(=C\N(C)C)c1onc(-c2c(F)cccc2Cl)c1C(=O)OC,48,-6,4,-0.18,0,0,-22,3,-3
O=c1[nH]cnc2sc(-c3ccccc3)cc12,13,78*,-23,0.53,-17,12,5,4,-10
Cc1sc2c(c1C)C(=O)NC(c1cccc(O)c1)N2 (stereo unspecified),31,31,-20,-0.051,13,·,-34,11,-19
CCOc1ccc(S(=O)(=O)n2ccc(C)n2)c2ccccc12,·,-11,21,0.26,6,-16,16,-14,-15
Cc1ccc(CN2C3=NC(=O)CN3c3ccccc32)cc1,5,-4,0,1.1,-4,-1,1,-3,18
CCOC(=O)c1c(NC(=O)CSc2nnc(Cc3csc(N)n3)n2C)sc(C)c1C,-8,-6,-3,0.82,20,-15,-13,3,8
CCOC(=O)C1CN(S(=O)(=O)c2ccccc2)C1,13,-4,-34,-0.86,11,8,-14,8,-25
CC(=O)N(c1c(C)n(C)n(-c2ccccc2)c1=O)C1(C(=O)NC2CCCCC2)CCCCC1,1,-3,1,-0.32,13,8,-17,-4,4
CCOC(=O)c1ccc(NC(=O)Nc2ccc(F)cc2)cc1,-6,-8,6,0.19,5,39,-7,20,-100
O=C(Cn1cccc1)N1CCN(c2ccc(F)cc2)CC1,5,-3,5,-0.14,21,11,-37,0,-10
COc1cc(/C=N/NC(=O)CCc2c(C)n[nH]c2C)ccc1O,·,-8,8,-9.4*,-11,-4,1,-5,0
CC(C)C(=O)Nc1nnc(Cc2ccccc2)s1,-48,-7,-18,1.3,-13,-12,-8,3,-31
CCOC(=O)c1c(NC(=O)CN2CCN(c3ccc(Cl)cc3)CC2)sc(C)c1C,1,-8,15,-0.097,-1,3,-5,-7,30
O=C1CC(c2ccco2)CC(O)=C1C=Nc1cc(Cl)cc(Cl)c1 (stereo unspecified),-3,3,-10,0.41,15,-13,-5,5,-136
COCCNC(=O)c1cc(-c2cccnc2)nc2ccc(Br)cc12,4,-14,-21,0.15,14,11,-46,4,3
CN(C(=O)c1ccccc1)C1(C)CCS(=O)(=O)C1 (stereo unspecified),12,-2,5,0.97,2,10,·,4,2
CCOC(=O)C(=CNc1ncccc1C)C(=O)OCC,·,3,-10,-0.32,·,-11,·,1,-2
COc1cc(NS(=O)(=O)c2ccc(NC(=O)c3ccco3)cc2)nc(OC)n1,0,-7,-4,-0.63,3,11,0,-3,0
Cc1ccccc1-n1nc2c(c1NC(=O)c1c(-c3ccccc3Cl)noc1C)CSC2,-1,-1,-14,0.0019,-2,-2,1,-8,-39
O=C(O)CSc1ccccn1,3,-1,5,-0.59,4,-6,-3,-4,4
CC1CCN(c2nc3ccccc3nc2N2CCC(C)CC2)CC1,11,-10,-21,·,-23,-7,-9,-4,-90
CCN(CC)c1ccc(-c2nn3c(-c4cccnc4)nnc3s2)cc1,29,-1,16,-0.63,-43,-3,-54,-7,12
N#CC1C(=O)NC(N2CCN(c3ccccc3)CC2)=NC12CCCCC2 (stereo unspecified),18,-6,5,-1.7,-4,-12,-14,-11,1
CCOc1ccc(C2CC(c3cccc(OC)c3)Nc3ncnn32)cc1 (stereo unspecified),5,-7,26,0.28,3,-6,-8,5,-11
CCOc1ccc(N2C(=O)CC(N3CCc4ccccc43)C2=O)cc1 (stereo unspecified),-2,-32,17,-0.17,8,1,-8,20,-24

# Next structures follow:
SMILES,cytoskel mod,PLK1 inh,PLK1 PBD inh,hDAT+cocaine,VCAM1 TNFa inh,sEH inh,HUVEC tox TNFa,E coli WT exp,IL1B cytotox
CCN(CC)c1ccc2cc(-c3nnc(-c4ccncc4)o3)c(=O)oc2c1,2,-48,-132,-0.25,18,-3,-5,-7,-28
Cc1ccc(OC(=O)c2cccc(C(=O)Oc3ccc(C)cn3)n2)nc1,-21,-8,10,-8*,8,1,-28,1,-102
CCc1ccc(-c2cc(C(F)(F)F)n3nc(C(=O)Nc4c(C)nn(Cc5ccccc5Cl)c4C)cc3n2)s1,16,-14,11,0.71,-11,-14,-12,-18,-13
COC(=O)c1ccc(Oc2nc(NC(C)C)nc(SC)n2)cc1,26,-3,-21,-0.72,2,5,-19,6,-27
CCCCCCCCOC(=O)C(NC(=O)CCC(=O)Nc1ccc(S(N)(=O)=O)cc1)C(O)c1ccccc1 (stereo unspecified),18,-12,0,-0.88,-9,46,-7,-7,3
O=C(CN1CCOCC1)Nc1ccccc1NC(=O)C1CCN(c2ncccn2)CC1,4,2,-16,0.83,-44,-4,-24,-1,-48
CN1/C(=C\C(=O)CN2C(=O)NC3(CCCCCC3)C2=O)C(C)(C)c2ccccc21,4,-1,-26,-1.3,11,5,-9,-2,-90
CC(c1ccccc1F)n1cc(C(=O)NCCc2ccco2)nn1 (stereo unspecified),9,2,8,-0.22,-15,0,-24,7,-15
CN(CCC#N)C(=O)c1ccc(CNS(=O)(=O)c2ccc(F)cc2)cc1,5,-11,23,-1.9,-15,1,0,-1,86*
Nc1nnc(Cc2ccc(Cl)cc2)s1,4,-13,1,0.56,6,-26,-14,19,-46

# Whole records, looked up by structure.
# O=C(CN1CCOCC1)Nc1ccccc1NC(=O)C1CCN(c2ncccn2)CC1 as listed: cytoskel mod = 4; PLK1 inh = 2; PLK1 PBD inh = -16; hDAT+cocaine = 0.83; VCAM1 TNFa inh = -44; sEH inh = -4; HUVEC tox TNFa = -24; E coli WT exp = -1; IL1B cytotox = -48
# CCCCCCCCOC(=O)C(NC(=O)CCC(=O)Nc1ccc(S(N)(=O)=O)cc1)C(O)c1ccccc1 (stereo unspecified) as listed: cytoskel mod = 18; PLK1 inh = -12; PLK1 PBD inh = 0; hDAT+cocaine = -0.88; VCAM1 TNFa inh = -9; sEH inh = 46; HUVEC tox TNFa = -7; E coli WT exp = -7; IL1B cytotox = 3

# Remaining list, next part:
SMILES,cytoskel mod,PLK1 inh,PLK1 PBD inh,hDAT+cocaine,VCAM1 TNFa inh,sEH inh,HUVEC tox TNFa,E coli WT exp,IL1B cytotox
Fc1ccc(-n2cnnn2)c(F)c1,5,-9,-21,0.55,3,3,-16,9,51
COc1cccc2cc(C(=O)N3CCN(C45CC6CC(CC(C6)C4)C5)CC3)c(=O)oc12,5,-3,7,-0.9,-4,7,0,9,7
CCOC(=O)c1c(NC(=O)c2cccs2)sc2c1CCCC2,-2,-11,29,-0.22,33,2,-50,-3,7
CCCCC(C)n1[nH]c(=O)cc1N (stereo unspecified),2,-5,4,-0.93,2,-12,-23,2,-2
COc1ccc(OC)c(NC2=NC3(CCCC3)N=C(N)N2)c1,4,-2,3,-0.5,9,-5,-6,-1,-21
O=c1c2c(nc3cc(-c4ccccc4)[nH]n13)CCS2,-8,-7,-6,·,4,4,-26,-16,-11
Cc1ccc(NC(=O)c2cc(-c3cccc(O)c3)on2)cc1C,-16,-15,9,-0.16,-5,2,6,-19,-34
CCOc1ccc(C(=O)Nc2cc(OC)ccc2OC)cc1,·,-8,-7,0.15,5,-1,-2,5,-38
COc1cc(C2NC(=O)NC(C)=C2C(=O)OC(C)(C)C)ccc1OCC(N)=O (stereo unspecified),-21,2,-2,0.31,-13,-6,4,-1,12
CC(C)(C)n1ncc2c(=O)n(CC(=O)NC3CCCCC3)cnc21,34,-3,18,-0.0053,16,-1,-7,2,3
Cc1oc2c(CN3CCCC3)c(O)ccc2c(=O)c1Oc1ccccc1Br,-17,2,8,-0.39,18,-26,-23,1,-25
CNc1nc(C)nc(-c2ccccc2O)n1,4,3,1,·,-10,1,-26,-6,10
Cc1cc(C)c2c3c(sc2n1)C(c1ccccc1)C(C#N)=C(N)O3 (stereo unspecified),8,-9,-4,·,-4,13,5,23,12
COc1ccc(C(=O)NCc2cn3ccsc3n2)cc1OC,13,5,-21,0.031,10,6,-33,-4,-7
Cc1cc(N2CCOCC2)nc(-c2ccc([N+](=O)[O-])cc2)n1,-34,-13,0,·,12,-2,7,-7,-51
Cc1ccc(-n2c(C)cc(C(=O)COC(=O)c3c(C)noc3C)c2C)cc1,12,-9,-12,0.2,-2,-4,-18,-9,2
C/C(=N\NC(=O)c1ccccn1)C12CC3CC(CC(C3)C1)C2,23,-10,-15,0.034,4,71,-8,3,7
COc1ccc(C(=O)Nc2cc3c(cc2C#N)OCO3)cc1S(=O)(=O)N1CCN(C)CC1,2,-4,-2,0.14,11,-8,-29,-1,13
Nn1cnnc1N/N=C/c1cc(Br)cc(Br)c1O,42,-7,-14,·,7,6,-21,2,12
